High-throughput results from PubChem BioAssay.
Bim-Bfl-1 = disrupts Bim binding to human Bfl-1. actives 0.12% (n = 190,000). Q16548. Bead-based flow cytometry, Bim-Bfl-1 binding inhibition. AID 1008. inhibition, % at 10 µM;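 also: 0% = wells without compound plus tracer and 100% = blocker peptide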
RGS8-Gao reg = modulates binding of RGS8 to human Galphao. multiplexed bead flow cytometry; actives lie on both sides. P09471. response (percent of control binding), % at 10 µM. AID 1423. actives 0.34% (n = 220,000); in the data active = response below about 60% or above about 140%; inactive = in between;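 also: Galphao activated as the GDP aluminium fluoride complex binding bead-coupled RGS8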
Target sequence (P09471 whole entry, looked up): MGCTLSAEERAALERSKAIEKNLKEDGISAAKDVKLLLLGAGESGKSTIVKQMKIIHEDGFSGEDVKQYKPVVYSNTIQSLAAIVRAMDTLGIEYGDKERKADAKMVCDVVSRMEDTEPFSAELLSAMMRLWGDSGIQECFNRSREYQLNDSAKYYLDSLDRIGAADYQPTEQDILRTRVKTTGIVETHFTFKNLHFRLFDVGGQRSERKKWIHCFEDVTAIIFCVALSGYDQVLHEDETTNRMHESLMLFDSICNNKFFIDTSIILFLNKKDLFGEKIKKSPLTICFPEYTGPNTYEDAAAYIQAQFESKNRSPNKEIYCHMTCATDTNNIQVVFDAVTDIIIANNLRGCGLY
RGS7-Gao reg = regulators of human RGS7-Galphao interaction; binding response (% of control), % at 10 µM; P09471; actives 0.35% (n = 220,000); Multiplexed bead flow cytometry, RGS7-Galphao binding; actives lie on both sides; AID 1439; in the data active = binding response below about 49% or above about 150%; inconclusive = no clear call, values can overlap the other calls; inactive = in between;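 also: fluorescent Galphao held in activated GDP-AlF4 state binding bead-coupled RGS7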
Bcl-W Bim block = human Bim-Bcl-W interaction inhibition; inhibition, % at 10 µM; AID 952; bead-based flow cytometry, Bim peptide-Bcl-W binding; Q92843; actives 0.02% (n = 190,000);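 also: 0% = bound tracer without compound and 100% = peptide blocker; higher means less fluorescent Bim peptide bound to Bcl-W beads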
ABCB1 inh = blocks JC-1 efflux by human ABCB1 transporter; inhibition, % at 6.6 µM; AID 1326; actives 0.067% (n = 190,000); P08183; CCRF-Adr cells, flow cytometry; in the data active = inhibition above about 40%;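 also: 0% = vehicle and 100% = reference inhibitor; higher value means more JC-1 retained so stronger ABCB1 efflux block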
Bim-Bcl-2 = disrupts Bim peptide binding to human Bcl-2; Bead-based flow cytometry, Bim peptide-Bcl-2 binding; inhibition, % at 10 µM; actives 0.06% (n = 190,000); AID 950; in the data active = inhibition above about 40%; inconclusive = no clear call, values can overlap the other calls;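 also: 0% = no compound wells with probe peptide and 100% = reference peptide inhibitor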
Target sequence (P10415 whole entry, looked up): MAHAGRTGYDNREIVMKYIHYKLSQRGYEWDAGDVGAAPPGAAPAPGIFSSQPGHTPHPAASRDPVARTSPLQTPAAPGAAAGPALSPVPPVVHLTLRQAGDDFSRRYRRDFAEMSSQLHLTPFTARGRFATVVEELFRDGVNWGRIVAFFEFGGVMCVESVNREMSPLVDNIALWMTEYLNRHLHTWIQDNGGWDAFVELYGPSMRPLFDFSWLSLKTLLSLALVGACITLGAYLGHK
Bim-Mcl-1 = inhibitors of Bim-Mcl-1 interaction, human | Q07820 | Bead-based flow cytometry, Bim peptide-Mcl-1 binding | inhibition, % at 10 µM | actives 0.1% (n = 190,000) | AID 1009;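 also: 0% = no compound tracer wells and 100% = peptide blocker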
Bcl-XL Bim block = disrupts Bim peptide binding to human Bcl-XL; bead flow cytometry, fluorescence; actives 0.04% (n = 190,000); inhibition, % at 10 µM; Q07817; AID 1007
ABCG2 block = blocks JC-1 efflux by human ABCG2 transporter; Q9UNQ0; AID 1325; actives 0.1% (n = 190,000); inhibition, % at 6.6 µM; IgMXP3 cells, flow cytometry;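 active = inhibition above 80%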;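 also: 0% = DMSO and 100% = nicardipine control wells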
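System: two drug-resistant human cell lines, ABCG2 and ABCB1; controls: nicardipine high and DMSO low controls; times: 10 min exposure at 25 °C with rotation, no wash; detection: flow cytometry of retained JC-1 fluorescence; read-out basis: percent efflux inhibition, scaled nicardipine 100% to DMSO 0%; doses: one concentration, 6.6 µM final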
RGS4-Gao reg = human RGS4-Galphao interaction regulation; binding response (% of control), % at 10 µM; Multiplexed bead flow cytometry, RGS4-Galphao binding; actives lie on both sides; P09471; actives 0.33% (n = 220,000); AID 1415; in the data active = binding response below about 49% or above about 150%; inactive = in between;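 also: fluorescent Galphao activated with aluminum fluoride binding bead-coupled RGS4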
Bcl-B Bim block = disrupts Bim peptide binding to human Bcl-B | bead-based flow cytometry | inhibition, % at 10 µM | actives 0.073% (n = 190,000);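 also: 0% = tracer peptide without compound and 100% = reference inhibitor peptide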
Target sequence (Q9HD36 whole entry, looked up): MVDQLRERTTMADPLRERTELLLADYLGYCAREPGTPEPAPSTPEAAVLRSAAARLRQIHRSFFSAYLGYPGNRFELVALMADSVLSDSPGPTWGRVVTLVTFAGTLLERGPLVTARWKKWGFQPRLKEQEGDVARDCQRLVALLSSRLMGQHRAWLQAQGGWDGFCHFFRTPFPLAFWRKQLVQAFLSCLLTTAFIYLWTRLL
Active calls of the source: *; ? = inconclusive; . = not tested or not shown. Rule as the data show it, unless noted: active = inhibition above about 40%. Not a hit list; about 0.94% have a hit in one of these screens.

SMILES	Bim-Bfl-1	RGS8-Gao reg	RGS7-Gao reg	Bcl-W Bim block	ABCB1 inh	Bim-Bcl-2	Bim-Mcl-1	Bcl-XL Bim block	ABCG2 block	RGS4-Gao reg	Bcl-B Bim block
O=C(O)c1ccc(-c2ccccc2Cl)o1	-5	102	110	0	0.8	-2	0	-1	3	101	-1
O=C(CNCC1CCCO1)N1CCN(S(=O)(=O)c2ccc3ccccc3c2)CC1 (stereo not drawn)	-5	96	88	0	0.0	0	2	-4	1	89	-2
COc1ccc(OC)c(NC(=O)Cn2c(-c3ccc(Cl)cc3)noc2=O)c1	-6	105	102	1	-0.1	-8	0	-2	0	101	-9
Cc1ccc(C)n1-n1cnc2sc3c(c2c1=O)CCC3	1	101	105	1	0.1	3	4	3	1	102	3
O=C(Cn1cnc2c(cnn2-c2ccc(F)cc2)c1=O)OCc1ccccc1	-8	100	97	3	0.1	-6	13	-1	0	98	-1
CCCCn1nc(-c2ccccc2)c2nc3ccccc3nc21	8	99	98	-4	6.1	13	8	9	6	97	-51
CCCc1c(C)[nH]c2ccc(NC(C)=O)cc2c1=O	1	100	100	-2	0.1	-1	0	0	4	100	-2
CC(C)(C)c1ccc(OC(=O)c2cccnc2)cc1	-3	79	91	-3	0.6	0	-3	-6	-7	89	-6
COc1ccc(C)cc1NC(=O)C(Sc1nnc(Nc2ccccc2F)s1)c1ccccc1 (stereo not drawn)	-21	103	108	-6	1.5	-6	-6	-9	3	107	-12
CCCn1nnc(NC(=O)COc2ccc(CC)cc2)n1	0	103	104	-6	0.0	6	-3	-10	0	100	-5
O=C1CCCCC(=O)c2ccccc2N1	0	101	98	-4	0.5	-3	-6	-2	2	101	-2
Cc1cc(C)c(S(=O)(=O)N2CCOC2CNC(=O)C(=O)NCc2cccnc2)c(C)c1 (stereo not drawn)	-3	102	105	-2	1.2	1	-3	-3	3	101	0
OCc1nc2ccccc2n1CC(O)COc1ccccc1 (stereo not drawn)	0	96	98	-1	0.4	-1	0	-2	3	95	-2
O=[N+]([O-])c1ccc2[nH]c(O)c(N=NC(=S)NCC3CCCO3)c2c1 (stereo not drawn)	0	77	97	-4	-0.4	-5	-4	-8	-3	96	-5
CCOC(=O)N1CCN(C(=O)COc2cccc3c2CCN(Cc2ccc(F)cc2)C3=O)CC1	23	100	104	14	7.2	18	19	24	14	100	13
COC(=O)c1[nH]c2cccc(OC)c2c1NC(=O)CN1CCOCC1	3	100	95	0	-6.0	3	0	-2	-4	92	-11
O=C(NC1CC2CCC(C1)N2C(=O)NCc1ccccc1)NC12CC3CC(CC(C3)C1)C2 (stereo not drawn)	-18	103	101	0	0.7	-10	-4	-8	3	105	-11
O=C(CN1CCSc2ccccc21)NCCCc1ccccc1	-5	98	101	0	-1.2	-1	1	-1	2	101	-2
Cc1ccccc1CSCC(=O)NC1CCCC1	-7	95	89	0	0.5	-8	0	-3	4	91	-5
Cn1nnnc1SCc1ccc([N+](=O)[O-])cc1	-9	102	106	-3	0.2	-3	-2	-8	2	99	-8
Cc1ccc([N+](=O)[O-])cc1S(=O)(=O)NCCc1c(C)[nH]c2c(C)cccc12	0	97	90	3	0.4	-1	3	0	4	95	0
CCOC(=O)CSc1nnc(CNC(=O)c2ccc(OC)c(OC)c2)n1C	-4	106	102	-1	0.0	-1	-3	0	0	103	-2
COc1cc(CNCc2ccccn2)ccc1OCC(=O)NC1CCCCC1	-7	101	97	-6	2.7	-3	-5	-9	24	97	-7
Cc1ccc(NC(=O)C(=O)NCC2CCCO2)cc1 (stereo not drawn)	-3	106	?	2	0.2	-1	0	-1	0	109	0
O=C(N1CCOCC1)N1CCOCC1	0	91	98	-3	0.0	-3	-3	0	0	100	-2

Next part.
SMILES	Bim-Bfl-1	RGS8-Gao reg	RGS7-Gao reg	Bcl-W Bim block	ABCB1 inh	Bim-Bcl-2	Bim-Mcl-1	Bcl-XL Bim block	ABCG2 block	RGS4-Gao reg	Bcl-B Bim block
COc1ccc2[nH]c(C)c(CCNC(=S)Nc3ccccc3C)c2c1	-1	98	96	-2	0.9	0	-4	-7	13	96	-7
CCOC(=O)N1CCN(C(=O)NC23CC4CC(CC(C4)C2)C3)CC1	0	96	101	1	0.2	-3	0	-1	-1	101	-1
Cc1cccc(N2CCN(S(=O)(=O)c3ccc4[nH]c(=O)c(=O)[nH]c4c3)CC2C)c1 (stereo not drawn)	-15	99	101	-5	0.1	-5	-3	-5	1	101	-5
O=C(NCc1ccco1)c1cnc2sccn2c1=O	-8	104	99	3	0.1	-3	3	0	5	100	-5
Cn1c(CNc2nc(-c3ccccc3)cs2)nnc1SCC(=O)OC1CCCCC1	-6	101	102	-6	1.3	-6	-6	-9	7	102	-7
COc1ccc(-c2nn(-c3ccccc3)cc2CNCCN2CCOC2=O)c(F)c1	-4	98	96	0	-0.1	-2	0	-1	0	94	-1
CC(C)CCOc1ccc(C(CC(N)=O)C(=O)O)cc1 (stereo not drawn)	0	98	96	-3	0.4	3	-1	1	6	100	-1
COC(=O)C1=C(C)NC2=C(C(=O)CC(C)(C)C2)C1c1cnn(C)c1C (stereo not drawn)	0	94	99	-1	0.1	-1	-3	-6	0	98	-4
Nc1cc2nn(-c3ccccc3)nc2cc1Cl	7	97	94	1	0.0	-1	0	0	0	95	-2
COC(=O)c1cn(NC(=O)Cc2ccc(Cl)cc2)c(=O)c2ccccc12	-1	86	88	-6	0.9	0	-6	-10	5	85	-4
COc1ccccc1CNC(=O)CN1C(=O)CSc2ccc(S(=O)(=O)N3CCCC3)cc21	-5	97	107	-4	3.8	-1	-1	-3	8	99	-3
Cc1nc2ccc(S(=O)(=O)NCC(=O)N3CCCC(C)C3)cc2s1 (stereo not drawn)	-9	103	99	-1	-0.1	-7	-2	-6	14	102	-8
COc1ccc(NC(=O)/C(C#N)=C/c2ccc(Br)o2)cc1	-14	101	90	-2	-0.1	-6	0	-8	0	81	-8
CCC(Sc1nc2ccccc2c(=O)[nH]1)C(=O)O (stereo not drawn)	-12	98	99	0	0.1	-2	1	-2	1	102	-4
CCCCCCOc1ccc(N2C(=O)CC(SC(=NCC)NCC)C2=O)cc1 (stereo not drawn)	-5	106	108	-4	-1.1	-3	-2	-2	1	110	-5
Cn1c(N2CCN(C(=O)NCc3ccccc3)CC2)nc2ccccc21	-1	103	102	-3	3.8	0	0	2	10	103	0
CCn1cc(-c2cc(C(=O)O)c3ccccc3n2)cn1	-5	101	109	0	1.2	-4	-1	-6	3	99	-3
O=C(/C=C/c1ccc2c(c1)OCO2)c1ccco1	-7	104	101	-2	0.7	-4	0	-2	29	99	-5
CNC(=S)N(CCc1c(C)[nH]c2ccccc12)Cc1cc(OC)c(OC)c(OC)c1	1	.	.	1	0.5	3	0	0	6	.	-5
Cc1cc2cc(C)c(NCCNC(=O)c3ccccc3)nc2cc1C	-6	100	100	-1	0.8	-2	0	-1	4	102	-1
CC(C)(C)OC(=O)N[C@@H](Cc1ccccc1)C(=O)N1CCC(C(=O)O)CC1	0	100	99	1	1.0	0	0	-3	2	97	2
CCOC(=O)c1c(C)[nH]c(C(=O)CSc2ccc(Cl)cc2)c1C	-2	101	102	-3	-0.1	-2	-4	-2	1	100	-3
N#CC1=C(SCc2ccccc2)NC2=C(C(=O)CCC2)C1c1ccc2c(c1)OCO2 (stereo not drawn)	0	102	100	0	0.3	-4	-2	-1	1	102	-5
COc1cnn(-c2ccc(Br)cc2)c(=O)c1SCc1ccccc1	-12	93	94	-2	1.0	-11	-4	-4	14	96	-12
COc1cc(NC(=O)C/C(C)=N/NC(=O)c2cccs2)c(OC)cc1Cl	-14	82	74	-5	-0.2	0	-6	-1	0	94	-4
COCCCNC(=O)/C(C#N)=C/c1ccc(OCC(=O)O)c(OC)c1	-6	102	95	0	-0.2	-5	1	-2	-5	102	-4
O=C(N/N=C/c1cn(-c2cccs2)nc1-c1ccccc1)c1ccccc1Br	-3	102	98	-3	-0.2	-4	-7	-8	6	99	-3
O=C(CCl)NN1C(=O)NC2(CCCCC2)C1=O	-2	96	92	-1	-0.2	-2	2	0	3	94	-5
CC1=CCC2([N+](=O)[O-])CN(CC(=O)O)CC1([N+](=O)[O-])C2 (stereo not drawn)	0	103	99	-2	0.4	1	-1	-4	4	103	-3

By substructure, the entries above containing a COOH group
SMILES	Bim-Bfl-1	RGS8-Gao reg	RGS7-Gao reg	Bcl-W Bim block	ABCB1 inh	Bim-Bcl-2	Bim-Mcl-1	Bcl-XL Bim block	ABCG2 block	RGS4-Gao reg	Bcl-B Bim block
O=C(O)c1ccc(-c2ccccc2Cl)o1	-5	102	110	0	0.8	-2	0	-1	3	101	-1
CC(C)CCOc1ccc(C(CC(N)=O)C(=O)O)cc1 (stereo not drawn)	0	98	96	-3	0.4	3	-1	1	6	100	-1
CCC(Sc1nc2ccccc2c(=O)[nH]1)C(=O)O (stereo not drawn)	-12	98	99	0	0.1	-2	1	-2	1	102	-4
CCn1cc(-c2cc(C(=O)O)c3ccccc3n2)cn1	-5	101	109	0	1.2	-4	-1	-6	3	99	-3
CC(C)(C)OC(=O)N[C@@H](Cc1ccccc1)C(=O)N1CCC(C(=O)O)CC1	0	100	99	1	1.0	0	0	-3	2	97	2
COCCCNC(=O)/C(C#N)=C/c1ccc(OCC(=O)O)c(OC)c1	-6	102	95	0	-0.2	-5	1	-2	-5	102	-4
CC1=CCC2([N+](=O)[O-])CN(CC(=O)O)CC1([N+](=O)[O-])C2 (stereo not drawn)	0	103	99	-2	0.4	1	-1	-4	4	103	-3
